Smad3 FoxH1 inh – Smad3 (human) transcription factor binding inhibition; inhibition, % at 25 µM; TR-FRET Smad3/Dy647-FoxH1 peptide binding, europium anti-His; 0.29% of 88,000 active; P84022;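 active means compounds that reduce the energy-transfer binding signal between the protein and its labelled peptide by more than half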;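 further: 0% = Smad3 plus labelled peptide maximal FRET and 100% = peptide-only background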
Target sequence (P84022 whole entry, looked up): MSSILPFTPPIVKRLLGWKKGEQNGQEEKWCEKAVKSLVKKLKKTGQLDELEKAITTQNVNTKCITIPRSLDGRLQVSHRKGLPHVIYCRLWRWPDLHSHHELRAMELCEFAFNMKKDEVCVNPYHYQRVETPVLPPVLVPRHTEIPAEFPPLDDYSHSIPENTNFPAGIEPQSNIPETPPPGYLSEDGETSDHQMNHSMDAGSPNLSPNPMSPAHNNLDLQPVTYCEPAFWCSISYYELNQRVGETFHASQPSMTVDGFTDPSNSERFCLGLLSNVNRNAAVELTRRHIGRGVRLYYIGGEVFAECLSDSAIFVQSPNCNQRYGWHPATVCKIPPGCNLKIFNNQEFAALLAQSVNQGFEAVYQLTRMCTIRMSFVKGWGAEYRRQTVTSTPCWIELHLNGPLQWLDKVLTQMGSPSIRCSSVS
ERb SRC1 inh – ER-beta (human) coactivator binding inhibition | TR-FRET ER-beta LBD / SRC1-Cy5 peptide binding; receptor agonist-loaded with 1 µM estradiol | Q92731 | AID 633 | inhibition, % at 25.6 µM | 1.3% of 86,000 active;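 active means compounds whose percent inhibition of the receptor-coactivator binding signal exceeds about 50% in the single-dose screen, limit read from the data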;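 further: 0% = receptor plus peptide wells without compound and 100% = peptide-only wells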
Target sequence (Q92731 whole entry, looked up, the tested form may be a part): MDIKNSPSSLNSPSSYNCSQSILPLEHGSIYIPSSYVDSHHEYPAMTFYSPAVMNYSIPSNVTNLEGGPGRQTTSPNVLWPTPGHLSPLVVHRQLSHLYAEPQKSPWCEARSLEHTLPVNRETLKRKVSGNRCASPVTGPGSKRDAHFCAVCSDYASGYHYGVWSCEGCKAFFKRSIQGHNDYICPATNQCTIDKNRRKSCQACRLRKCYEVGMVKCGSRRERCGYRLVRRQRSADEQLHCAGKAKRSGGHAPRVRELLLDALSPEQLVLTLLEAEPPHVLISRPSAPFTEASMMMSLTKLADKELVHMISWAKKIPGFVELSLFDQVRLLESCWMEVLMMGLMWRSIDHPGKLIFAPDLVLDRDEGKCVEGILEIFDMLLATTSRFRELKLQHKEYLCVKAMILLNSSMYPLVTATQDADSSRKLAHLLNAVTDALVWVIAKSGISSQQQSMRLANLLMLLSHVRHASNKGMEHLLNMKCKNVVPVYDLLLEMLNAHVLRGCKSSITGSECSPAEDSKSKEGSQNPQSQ
Calb biofilm kill – kills Candida albicans biofilms; C. albicans biofilm + clotrimazole, Alamar Blue; inhibition, % at 6 µM; 0.14% of 85,000 active; AID 834;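 active means inhibition above 20%; inactive means inhibition below 20%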;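 further: preformed 24 hr biofilms exposed to compound for 48 hr; 0% = biofilm without compound and 100% = blank killed by clotrimazole plus chlorhexidine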
The depositor's hits bear a star; . = no result given; & = joins results of further samples; [ ] = dose if it differs, or a comment. Only part of the results is shown; the hit share may differ from the screen's.

SMILES | Smad3 FoxH1 inh | ERb SRC1 inh | Calb biofilm kill
C[C@H](Br)C(=O)N[C@H](CO)C(=O)O | -2 | . | .
O=[As](O)(O)c1ccc(Cc2ccc([As](=O)(O)O)cc2)cc1 | 79* | . | .
CC1=C2C(=O)[C@H]3[C@@H](CC=C4C[C@@H](O)CC[C@@]43C)[C@@H]2CC[C@@]12O[C@@H]1C[C@H](C)CN[C@H]1[C@@H]2C | 7 | . | .
NCCc1c[nH]c2ccc(OC(=O)C(=O)O)cc12 | 16 | . | .
CN(CCC(=O)O)C1=Nc2ccc(Cl)cc2C(c2ccccc2)=[N+]([O-])C1 | 6 | . | .
Oc1c(Cl)c(Cl)c(Cl)c(Cl)c1Cl (tested in a mixture with another compound) | 2&37&0&18 | . | .
N#CS.N=C=S.N=C=S.[Cu].[NH2-].[NH2-].[NH2-].[NH2-].c1ccc2ncccc2c1 | 63* | . | .
Cc1ccc(NC(=[OH+])c2cc3ccccc3cc2O)c(C)c1.Cc1ccc(NC(=[OH+])c2cc3ccccc3cc2O)c(C)c1.[Ni] | 50 | . | .
CC(C)(O)/C=C/C(=O)[C@](C)(O)[C@H]1[C@H](O)C[C@@]2(C)[C@@H]3CC=C4[C@H](C=C(O)C(=O)C4(C)C)[C@@]3(C)C(=O)C[C@]12C | -5 | . | .
Nc1ccc(S(=O)(=O)c2ccc(NCN3C(=O)NC(=O)C(=O)C3=O)cc2)cc1 | -6 | . | .
O=C(Nc1ccc([As](=O)(O)O)cc1)Nc1cccc(Cl)c1Cl | 27 | . | .
C[C@H](CN(C)C)C(C#N)(c1ccccc1)c1ccccc1 | 8 | . | .
O=C(NCC1CC1)[C@@H]1C2c3ccccc3C(c3ccccc32)[C@@H]1C(=O)O | 10 | . | .
c1ccc2c(c1)Sc1ccccc1N2C[C@H]1CN2CCC1CC2 | 77* | . | .
O=C(O)c1cc(N=Nc2ccc([As](=O)(O)O)cc2)ccc1O | 13 | . | .
Cc1ccc(S(=O)(=O)O[C@H]2CN3CCC2CC3)cc1 | 67* | . | .
NNc1c(C(N)=O)c2c(N)ncnc2n1[C@H]1O[C@H](CO)[C@@H](O)[C@@H]1O | 9 | . | .
CCCOC(=O)[C@H]1[C@@H](C(=O)O)[C@H]2CC[C@@H]1O2 | -4 | . | .
COc1cc2c(cc1O)C[C@@H]1c3c(cc(O)c(OC)c3-2)CCN1C | 3 | . | .
O[C@H](CN1CC1)[C@@H](O)CN1CC1 | -4 | . | .
O=C(O)[C@H](Cc1cnc[nH]1)N1C(=O)c2ccccc2C1=O | 4 | . | .
O=C(O)[C@H]1[O][Sb][O][C@@H](C(=O)O)C1O (some centres undefined) | 20 | . | .
CN(C)CCCc1c[nH]c2ccccc12 | -2 | . | .
C[N+]1(C)[C@@H]2CC[C@H]1CC(OC(=O)[C@@H](CO)c1ccccc1)C2 (some centres undefined) | -1 | . | .
N#CCCCC[N+]12CN3CN(CN(C3)C1)C2 | 13 | . | .

Individual results from the results shown.
`O=C(O)[C@H](Cc1cnc[nH]1)N1C(=O)c2ccccc2C1=O` – Smad3 FoxH1 inh: 4
`COc1cc2c(cc1O)C[C@@H]1c3c(cc(O)c(OC)c3-2)CCN1C` – Smad3 FoxH1 inh: 3
`O=C(NCC1CC1)[C@@H]1C2c3ccccc3C(c3ccccc32)[C@@H]1C(=O)O` – Smad3 FoxH1 inh: 10
`O=C(Nc1ccc([As](=O)(O)O)cc1)Nc1cccc(Cl)c1Cl` – Smad3 FoxH1 inh: 27
`O=C(O)[C@H]1[O][Sb][O][C@@H](C(=O)O)C1O` (some centres undefined) – Smad3 FoxH1 inh: 20
`CC1=C2C(=O)[C@H]3[C@@H](CC=C4C[C@@H](O)CC[C@@]43C)[C@@H]2CC[C@@]12O[C@@H]1C[C@H](C)CN[C@H]1[C@@H]2C` – Smad3 FoxH1 inh: 7

Going on with the list.
SMILES | Smad3 FoxH1 inh | ERb SRC1 inh | Calb biofilm kill
C[C@]12Cc3cnc(-c4ccccc4)nc3C[C@@H]1CC[C@H]1[C@H]2CC[C@@]2(C)[C@H]1CC[C@]2(C)O | -2 | . | .
O=C(O)c1cccc([As]=[As]c2cccc(C(=O)O)c2)c1 (centres undefined) | 55* | . | .
O=S(=O)(NCCO)c1cc[c]([Sb](=[O])([OH])[OH])cc1 | 3 | . | .
CC[C@]1(OC(=O)CN)C(=O)OCc2c1cc1n(c2=O)Cc2cc3ccccc3nc2-1 | 23 | . | .
N=C(N)SCc1ccc(Cl)c2ccccc12 (tested in a mixture with another compound) | 24&11 | . | .
O=C(N1CCOCC1)C1(c2ccccc2)CCNCC1 | 7 | . | .
C=C[C@@H]1CN2CC[C@H]1C[C@@H]2[C@H](O)c1ccnc2ccccc12 | -9 | . | .
N[C@@H](CSC1c2ccccc2-c2ccccc21)C(=O)O | 1 | . | .
N[C@H](Cc1ccc2oc3cc(=O)c4ccccc4c-3nc2c1)C(=O)O | 13 | . | .
C[C@@H]1CC[C@@H]2N(C1)C[C@@H]1[C@](O)([C@H](O)C[C@]3(O)[C@H]4CC[C@@H]5[C@]6(O)O[C@@]4(C[C@@]13O)[C@@]5(C)CC[C@H]6O)[C@@]2(C)O | 1 | . | .
COC1=C(C)C(=O)c2c(c(COC(N)=O)c3n2C[C@@H]2[C@H]3N2C)C1=O (some centres undefined) | 11 | . | .
O=c1[nH]cnc2[nH]cc(CN3CCCCC3)c12 | 78* | . | .
Nc1nc(N)c(N=Nc2ccc([As](=O)(O)O)c(O)c2)c(N)n1 | 84* | . | .
Nc1c(C(=O)Nc2ccc([As](=O)(O)O)cc2)cnc2nnnn12 | 4 | . | .
O=C(C[C@H](c1ccccc1)c1c(O)c2ccccc2oc1=O)c1ccccc1 | -16 | . | .
COc1cc(CCN)c(OC)c(OC)c1 | -8 | . | .
Cc1ncc([N+](=O)[O-])n1CCN=[N+]=[N-] | -4 | . | .
C[N+]1([O-])[C@@H]2CC[C@H]1CC(OC(=O)[C@@H](CO)c1ccccc1)C2 (some centres undefined) | 38 | . | .
COc1ccc(C[C@@H]2C(=O)N[C@H](C)C(=O)N(C)[C@@H]3C(=O)N(C)[C@@H](Cc4ccc(O)c(c4)Oc4ccc(cc4)[C@H]3O)C(=O)N[C@@H](C)C(=O)N[C@H](C)C(=O)N2C)cc1 | 7 | . | .
C[C@@H]1[C@H]2C=C[C@@H]1[C@H](c1c3ccc(=O)c(O)c-3oc3c(O)c(O)ccc13)[C@@H]2C(=O)O | 102* | . | .
O.O.[NH-]C1(C(=O)O)CCCC1.[NH-]C1(C(=O)O)CCCC1.[Ni+2] | 3 | . | .
CC(=O)O[C@H]1CC[C@H]2[C@H]3CCC4=C[C@@H](C5SCCS5)[C@H](OC(C)=O)C[C@]4(C)[C@@H]3CC[C@]12C | 98* | . | .
CN(C)CCC(C#N)(c1ccccc1)c1ccccc1 | 37 | . | .
O=C(O)C[SH+]CC(=O)O.O=C(O)C[SH+]CC(=O)O.[Cu] | 14 | . | .
O=C(c1cc(S(=O)(=O)N2CCOCC2)ccc1F)N1CCC2(CC1)OCCO2 | 1 | -6 | .
(further entries)
SMILES | Smad3 FoxH1 inh | ERb SRC1 inh | Calb biofilm kill
FC(F)(F)c1ccc2c(c1)NP(=S)(N1CCOCC1)c1nccn1-2 (centres undefined) | -5 | -3 | 3
CCCCOCCCn1c(N)c(C(=O)OC(C)COC)c2nc3ccccc3nc21 (centres undefined) | -6 | 0 | -4
CN(C)P(=NC(=S)c1cccn1C)(N(C)C)N(C)C | 4 | -10 | 3
CCCNc1oc(-c2cccc3ccccc23)nc1C#N | 7 | -8 | 6
CCOC(=O)c1cc(C)n(CCc2cnc[nH]2)c1C | -7 | -2 | 9
O=c1[nH]c2ccccc2n1CCCN1CCC(n2c(=O)[nH]c3cc(Cl)ccc32)CC1 | -3 | -7 | 10
C[C@]12CCC(=O)C=C1CC[C@@H]1[C@@H]2CC[C@]2(C)C(=O)CC[C@@H]12 | -1 | 9 | -5
CN(C)c1ccc(P(=S)(N(C)C)N(C)C)cc1 | 21[fluorescence artefact?] | 3[fluorescence artefact?] | 3
CCOC(=O)C1=C(N)OC2=C(C(=O)CCC2)C12C(=O)N1c3c(ccc(C)c32)C(C)=CC1(C)C (centres undefined) | 8 | 4 | 3
C=CP(=O)(O)c1ccccc1 | -1 | -1[fluorescence artefact?] | 6
CC(=O)[C@@]1(O)CC[C@H]2[C@@H]3CC=C4C[C@@H](O)CC[C@]4(C)[C@H]3CC[C@@]21C | -14 | 27[fluorescence artefact?] | 13
O=C(Nc1cccc(Cl)c1)c1c(O)c2c(n(Cc3ccco3)c1=O)CCCC2 | 4 | -4 | 11
O=C(Cn1ncc2c3ccccc3n(Cc3cccc(Cl)c3)c2c1=O)N1CCC2(CC1)OCCO2 | 9 | -5 | 8
CC12CNCC(C)(CNC1)C2O (centres undefined) | 4 | -2[fluorescence artefact?] | 4
Clc1ccc(CSC(Cn2ccnc2)c2ccc(Cl)cc2Cl)cc1 (centres undefined) | -7 | -18 | 4
COC(=O)c1c(N)n(Cc2ccc(OC)cc2)c2nc3ccccc3nc12 | -2 | -1[fluorescence artefact?] | -1
Cn1c(O)c(C=NC2CCN(Cc3ccccc3)CC2)c(=O)n(C)c1=O | -1 | -1 | 13
CCCOc1ccccc1C1SCC(=O)Nc2c1c(=O)[nH]n2C(C)CCC (centres undefined) | 4 | -7 | 6
CCc1sc(C(=O)N2CCC3(CC2)OCCO3)cc1Br | 8 | -5 | 4
COCCOC(=O)c1c(N)n(Cc2ccc(OC)cc2)c2nc3ccccc3nc12 | 1 | -6 | -5
OCC12COC3c4ccccc4C(OC1)N32 (centres undefined) | 1 | -7 | 6
C[N+]1(C)CCc2cc3c(cc2[C@H]1[C@@H]1OC(=O)c2c1ccc1c2OCO1)OCO3 | -1 | -11[fluorescence artefact?] | 2
CCCCOC(=O)C1=C(N)OC2=C(C(=O)CCC2)[C@]12C(=O)N(C)c1ccccc12 | -2 | -11 | 4
OC(COCc1ccc(Cl)cc1)CN1CC=C(c2ccccc2)CC1 (centres undefined) | 7 | 7 | 4
C=CCn1c(O)c(C(=O)CCCCCC)c(=O)[nH]c1=O | 1 | -17[fluorescence artefact?] | 2
COCCOC(=O)C1=C(N)Oc2c(c(=O)oc3ccccc23)[C@@]12C(=O)Nc1ccccc12 | -24[fluorescence artefact?] | 11 | 1
COc1cc(CN2C(=O)NC(=O)C3(Cc4cc(C)ccc4N(C)C3)C2=O)cc(OC)c1 (centres undefined) | 4 | 12[fluorescence artefact?] | 3
Clc1ccc(COC(Cn2ccnc2)c2ccc(Cl)cc2Cl)c(Cl)c1 (centres undefined) | 5 | -1 | 12
CCOP(=O)(C#CC(C)(C)C)C1(O)CCCCC1 (centres undefined) | -5 | 4 | 5

Grouped by structure: the entries above containing fluorine.
SMILES | Smad3 FoxH1 inh | ERb SRC1 inh | Calb biofilm kill
O=C(c1cc(S(=O)(=O)N2CCOCC2)ccc1F)N1CCC2(CC1)OCCO2 | 1 | -6 | .
FC(F)(F)c1ccc2c(c1)NP(=S)(N1CCOCC1)c1nccn1-2 (centres undefined) | -5 | -3 | 3

A second format for some results above.
SMILES	Smad3 FoxH1 inh	ERb SRC1 inh	Calb biofilm kill
CCOC(=O)C1=C(N)OC2=C(C(=O)CCC2)C12C(=O)N1c3c(ccc(C)c32)C(C)=CC1(C)C (centres undefined)	8	4	3
C=CP(=O)(O)c1ccccc1	-1	-1[fluorescence artefact?]	6
CC(=O)[C@@]1(O)CC[C@H]2[C@@H]3CC=C4C[C@@H](O)CC[C@]4(C)[C@H]3CC[C@@]21C	-14	27[fluorescence artefact?]	13
